# Screening results (PubChem BioAssay)
# STAT3 activator = activators of IL-6 induced STAT3 signaling; U3A cells, IL-6 STAT3-luciferase reporter, luminescence; 100% = signal with IL-6 EC80 alone; activation (% of control), % at 5.6 µM; AID 871; 190,000 tested, 0.91% active;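 active means activation above the screen-wide mean of compound activation plus 3 SD, cut at about 130% in these data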;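 further: 0% = background luminescence of wells with medium and substrate only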
#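 Test system: Human STAT1-deficient U3A cells with stable STAT3-luciferase reporter | Also added: Interleukin-6, 33 ng/mL | Timing: Compound pre-incubation 1 h before IL-6, then 6 h stimulation at 37 °C | Technique: Luciferase reporter luminescence | Read-out: Percent of IL-6-only median luminescence | Benchmarks: IL-6-only wells as 100% reference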
# RAM inhibit = inhibitors of the yeast RAM network. inhibition, % at 50 µM. S. cerevisiae dse1pr::URA3 reporter, 5-FOA growth OD615, 2 d; analog-sensitive cbk1-as2 kinase mutant strain. 190,000 tested, 1.8% active;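 active means inhibition above a set limit, 3 SD over mean compound inhibition, cut at about 8.4% in these data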;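 further: 0% = DMSO-only wells with no growth and 100% = 10 µM 1-NA-PP1 full growth; inhibition rescues growth on 5-FOA so higher OD means more RAM inhibition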
# S1P3 antag = antagonists of human S1P3 receptor; 170,000 tested, 0.27% active; inhibition, % at 4.98 µM; CHO S1P3 NFAT-BLA reporter, FRET fluorescence, antagonist mode; Q99500; AID 485;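 active means inhibition above the plate cutoff, the mean inhibition of test wells on that plate plus 3 SD, cut at about 28% in these data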;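 further: cells challenged with S1P at its EC80 of 0.8 µM; blue over green emission ratio from cleaved BLA substrate after 4 h stimulation; 0% = S1P-stimulated wells and 100% = unstimulated DMSO-only wells; some compounds past the cut are filed as inactive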
# Target sequence (Q99500 whole entry, looked up): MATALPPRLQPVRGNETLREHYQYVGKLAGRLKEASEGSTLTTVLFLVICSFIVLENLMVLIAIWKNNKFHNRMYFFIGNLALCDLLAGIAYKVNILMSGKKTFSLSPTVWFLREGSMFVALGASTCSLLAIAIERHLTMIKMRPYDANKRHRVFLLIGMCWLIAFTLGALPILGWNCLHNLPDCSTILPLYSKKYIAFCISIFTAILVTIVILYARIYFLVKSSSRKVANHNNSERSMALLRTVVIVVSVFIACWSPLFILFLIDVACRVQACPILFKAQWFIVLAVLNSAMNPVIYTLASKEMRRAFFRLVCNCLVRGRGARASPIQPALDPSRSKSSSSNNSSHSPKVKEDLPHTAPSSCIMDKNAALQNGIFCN
# STAT1 inh = inhibitors of IFN-gamma induced STAT1 signaling | NIH 3T3 STAT1-luciferase reporter, luminescence | inhibition, % at 5.5 µM | 200,000 tested, 0.35% active | AID 920;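 active means inhibition above a set limit, the mean inhibition across all tested compounds plus 3 SD, cut at about 34% in these data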;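 further: 0% = IFN-gamma with DMSO and 100% = IFN-gamma with 300 µM nifuroxazide; values of inactives mirror those of a sister screen read the other way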
# STAT3 inh = STAT3 signaling inhibition. U3A cells, IL-6 STAT3-luciferase reporter, luminescence; host cell line lacks STAT1. inhibition, % at 5.5 µM. 190,000 tested, 0.89% active. AID 862;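 active means inhibition above the mean inhibition across all screened compounds plus 3 SD, cut at about 44% in these data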;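 further: 0% = DMSO only wells and 100% = 100 µM nifuroxazide control wells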
# TLR4 MyD88 comp = blocks binding of human TLR4 to MyD88 | O00206+Q99836 | HeLa CL3-4 TLR4/MyD88 BLA complementation, FRET ratio | inhibition, % at 8.4 µM | 200,000 tested, 0.18% active | AID 861; in the data active means inhibition above about 25%;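 further: 0% = vehicle and 100% = reference inhibitor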
# SRC2 TRFRET art = counter-screen for PPARgamma SRC-2 recruitment agonists: TR-FRET artefact | AID 1049 | stronger effect = higher value | TR-FRET ratio at 8 µM | 200,000 tested, 0.4% active; in the data active means TR-FRET ratio above about 2000; further: inactives centre near 1500
# PPARg SRC3 recr = promotes SRC-3 coactivator recruitment by human PPARgamma; 200,000 tested, 0.26% active; P37231; activation, % at 8 µM; biochemical PPARgamma/SRC-3 coactivator recruitment assay; AID 731; in the data active means activation above about 23%;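 further: 0% = DMSO and 100% = reference agonist; some compounds past the cut are filed as inactive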
# PPARg SRC1 recr = promotes SRC-1 coactivator recruitment by human PPARgamma; P37231; PPARgamma-SRC-1 coactivator recruitment biochemical assay; activation, % at 8 µM; 200,000 tested, 0.41% active; in the data active means activation above about 19%;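 further: 0% = DMSO and 100% = reference agonist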
# ROMK mod = human ROMK K+ channel modulation, primary screen; 130,000 tested, 2% active; Tet-inducible ROMK, thallium flux fluorescence; actives lie on both sides; B-score at 10 µM;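 active means signal ratio slope over the read window, or its plate-corrected B-score, at least 3 SD from the plate mean, either direction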;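 further: B-score of the F/F0 ratio slope over 7 to 12 s after thallium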
# Target sequence (P48048 whole entry, looked up): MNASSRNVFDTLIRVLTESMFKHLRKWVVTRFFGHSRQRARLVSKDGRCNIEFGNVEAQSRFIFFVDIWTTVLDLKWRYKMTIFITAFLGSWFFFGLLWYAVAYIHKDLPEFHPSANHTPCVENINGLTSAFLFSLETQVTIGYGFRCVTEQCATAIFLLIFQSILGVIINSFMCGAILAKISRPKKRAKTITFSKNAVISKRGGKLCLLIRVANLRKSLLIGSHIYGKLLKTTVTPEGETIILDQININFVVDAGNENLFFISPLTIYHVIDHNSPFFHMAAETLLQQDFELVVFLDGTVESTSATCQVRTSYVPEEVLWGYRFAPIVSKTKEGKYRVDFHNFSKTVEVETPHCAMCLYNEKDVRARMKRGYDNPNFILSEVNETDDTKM
# PPARg SRC2 recr = PPARgamma-driven SRC-2 recruitment agonism. activation, % at 8 µM. 200,000 tested, 0.34% active. AID 1032. PPARgamma LBD-SRC-2 recruitment, biochemical. P37231; in the data active means activation above about 22%;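 further: 0% = vehicle and 100% = reference agonist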
# * = called active by the depositor; . = no result given.
# Under each structure – STAT3 activator	RAM inhibit	PPARg SRC3 recr	S1P3 antag	ROMK mod	TLR4 MyD88 comp	PPARg SRC2 recr	SRC2 TRFRET art	PPARg SRC1 recr	STAT1 inh	STAT3 inh
Cc1nn(C(C)C(=O)NCC2CCCO2)c(=O)c2cc3occc3n12 (stereo not drawn)
  97.5	0.4	-1.6	4.6	.	6.0	5.9	1487	0.2	-3.9	9.2
COc1cccc(OC)c1-c1nn2c(-c3ccco3)nnc2s1
  97.5	3.4	-3.7	.	-2.26	-16.8	16.3	1568	0.6	-8.7	9.2
COC(=O)CN1C(=O)C(C)(C)Oc2ccc(C(=O)NC3CC3)cc21
  99.1	0.7	2.9	4.2	-0.126	7.5	-6.2	1397	3.6	5.0	5.4
COc1ccc(C(=O)OCC(=O)NC2CC2)cc1[N+](=O)[O-]
  100.6	0.9	8.8	-2.7	.	8.9	-3.8	1641	8.2	-2.2	1.6
C/C=C(\C)c1nnc(NC(=O)OCC)s1
  98.6	0.1	10.6	5.4	.	-6.2	-7.3	1461	-11.5	-6.0	5.8
CC(C)(C)C(=O)Nc1ncc(C(F)(F)F)cc1Cl
  105.2	1.1	-4.2	-40.5	.	0.5	-0.4	1543	2.3	-0.7	-1.9
CN(CC(=O)NCc1ccccc1)S(=O)(=O)c1cnc[nH]1
  101.7	1.0	0.9	.	-0.00403	-3.6	7.3	1466	-0.4	-0.9	3.8
CCc1ccc(OCC(O)CN2CCN(c3ccccc3)CC2)cc1 (stereo not drawn)
  92.6	2.5	13.6	-5.7	.	-2.8	3.6	1604	4.3	5.0	13.6
COc1ccc(N2CCN(C(=O)c3c(-c4ccccc4)noc3C)CC2)cc1
  105.5	2.6	7.4	-10.6	.	-4.4	12.6	1540	1.5	6.9	-1.3
N#CNC(=Nc1ccc(F)cc1)SCc1ccccc1
  97.2	4.2	-3.3	-3.4	1.33	0.9	5.2	1739	4.1	11.9	5.6
CCc1ccc(CCC(=O)Nc2ccc(C)c(C)c2)o1
  100.7	-0.9	5.2	1.9	-0.0157	20.6	9.6	1520	3.9	6.0	3.6
CCOC(=O)CN(C(=O)CSc1nnc(-c2ccncc2)n1CCCOC)c1ccccc1
  102.4	-1.5	6.3	.	.	9.0	10.2	1481	1.2	7.1	1.3
O=c1[nH]cnc2c([N+](=O)[O-])cccc12
  100.1	3.4	3.9	.	0.0657	-3.9	9.9	1486	0.7	-0.8	0.2
COc1cc(C(=O)Nc2nncs2)cc(OC)c1OC
  95.4	1.0	-10.5	5.0	.	6.2	-7.5	1351	-3.3	-4.5	11.6
CCOC(=O)CSc1cc(C)c(C#N)c2nc3ccccc3n12
  90.5	3.0	3.9	-5.3	-0.0181	4.5	-0.8	1653	-1.8	6.6	11.6
CCOC(=O)C1CCCN(S(=O)(=O)c2ccc(OC)cc2)C1 (stereo not drawn)
  97.1	-0.1	8.5	.	-0.058	7.5	8.0	1430	1.0	1.2	7.9
c1csc(-n2nc3ccccc3n2)c1
  103.7	0.3	3.8	6.3	.	10.7	-2.2	1543	11.3	-2.5	0.8
Cc1cc(N=Cc2c(O)n(-c3cccc(C(F)(F)F)c3)c(=O)c3ccccc23)no1
  90.6	2.8	0.9	-1.3	-0.0892	6.2	4.8	1561	3.1	5.8	10.0
C=CCc1cccc(/C=N/NC(=O)CNc2ccccc2OC)c1O
  103.2	-0.5	-1.3	13.8	1.16	-2.5	1.2	1434	-4.3	4.3	4.8
O=C(c1cc(COc2c(F)cccc2F)on1)N1CCc2ccccc2C1
  90.4	4.0	0.9	-10.0	-0.262	-5.4	4.6	1403	-1.2	-1.6	13.5
Clc1cccc(-c2nc(NCCN3CCOCC3)c3ccccc3n2)c1
  95.8	0.5	3.6	2.7	1.04	-7.7	3.0	1655	5.5	-16.0	7.0
CSc1nc(SCC(=O)NCc2ccco2)c2c3c(sc2n1)COC(C)(C)C3
  107.3	1.8	-2.4	.	.	-4.3	4.4	1380	5.5	0.1	-2.0
CN(C)CCNC(=O)COc1cccc2c1OC(C)(C)C2
  108.1	0.6	2.0	-18.0	0.599	-3.7	-2.9	1600	6.8	-2.4	-0.1
CCOc1ccc(CC(=O)OCn2nnc3ccccc3c2=O)cc1
  101.8	4.5	5.1	-5.0	1.26	1.9	0.6	1639	7.0	-5.3	2.7
CCn1cc(/C=N\NC(=O)c2csc3ccccc23)c(C)n1
  91.2	1.4	0.0	.	0.494	8.4	4.6	1413	0.3	-9.1	17.2
CN(C)c1nc(OCCNC(=O)Nc2ccc(Cl)cc2)nc(N(C)C)n1
  89.5	4.8	-0.1	-15.7	-0.621	3.0	1.5	1536	2.0	7.6	18.8
CC(C)(C)c1ccc(-c2cn(-c3ccc(Br)cc3)c3[n+]2CCCS3)cc1
  68.1	-0.4	0.0	-9.0	-2.54*	10.7	-2.5	1652	-0.1	28.1	40.9
CCCOc1ccc(C2=NNC(=O)CC2)cc1
  87.8	0.4	4.4	-13.2	.	-9.8	6.8	1631	3.4	-2.7	16.8
COc1cc(OC)c(OC)cc1NC(=O)CC1COc2ccccc2O1 (stereo not drawn)
  97.4	2.0	13.5	.	-0.148	-0.5	6.1	1531	-7.3	3.9	6.3
CC(=O)c1cc(-c2ccccc2)n(CCC(=O)NC2CCCCCCC2)c1C
  110.6	5.3	1.8	-7.3	-1.1	7.2	2.9	1453	3.4	0.6	-12.1
O=C(Nc1cccc(Cl)c1)N1CCCC1
  99.5	-0.7	-6.6	.	0.182	-4.2	-3.4	1484	1.6	-0.6	0.7
O=C1CC(c2ccc(S(=O)(=O)Nc3cc(C(F)(F)F)cc(C(F)(F)F)c3)cc2)CN1 (stereo not drawn)
  98.8	1.5	6.6	.	-0.36	1.3	5.2	1548	3.1	6.6	8.2
O=[N+]([O-])c1ccc(C2CN=C(Nc3ccccc3)S2)cc1 (stereo not drawn)
  85.5	1.1	0.5	-20.6	-0.64	9.7	6.8	1709	10.0	-7.4	18.3
Cn1c(=O)oc2cc(S(=O)(=O)NCCC(=O)NCCc3ccccc3)ccc21
  97.4	-0.8	0.4	-9.6	-0.431	-2.6	-1.5	1534	-8.3	-2.9	7.5
Cc1cc(C)n(-c2ccc(C(=O)OCc3nnc(-c4ccccc4)o3)cc2)n1
  95.2	2.1	-1.7	.	-0.895	2.4	2.6	1582	0.5	-6.4	10.2
CCC(C)C(=O)Nc1nnc(SCC(=O)Nc2ccc(F)cc2)s1 (stereo not drawn)
  99.3	1.9	0.2	-22.3	-0.962	9.3	5.5	1710	5.4	-17.1	6.5
COc1cc(CC(CC(=O)O)CC(C)OCc2ccccc2)cc(OC)c1 (stereo not drawn)
  98.3	-0.9	-1.0	0.1	0.511	-1.6	3.3	1571	-4.0	0.3	-0.5
COCCCNCCCCOc1ccc(Br)cc1Cl
  88.1	0.5	-1.8	1.6	-1.35	-4.0	-1.0	1525	10.2	7.0	17.8
C=C(C)CSC1=C(C#N)C(c2ccccc2Cl)CC(=O)N1 (stereo not drawn)
  108.5	1.4	-5.1	-3.2	-0.0157	-4.0	-0.2	1621	3.2	1.4	-7.0
Cc1nnc(-n2cnc3ccccc32)c2ccccc12
  126.9	0.5	1.5	-21.6	.	-10.3	6.9	1748	5.4	-2.5	-23.8
CC(=O)c1ccc(NC(=S)NCCc2cccc(Cl)c2)cc1
  109.8	1.6	5.0	-3.4	-0.462	11.2	0.5	1596	6.5	-29.4	-3.2
COc1cccc(N(C(C)=O)c2nc(C)cc(C)c2C#N)c1
  100.6	0.3	0.7	.	.	-5.5	4.5	1382	2.1	6.9	3.2
COc1ccccc1-c1ccc(SCC(=O)Nc2cc(C)on2)nn1
  98.7	0.5	0.1	9.8	-0.645	-10.0	-1.6	1623	4.6	1.3	9.9
O=C(C/C=N/OCc1c(Cl)cccc1Cl)c1ccccc1
  97.5	-0.9	7.3	.	.	6.5	-1.5	1510	0.6	-1.4	9.1
COC(=O)c1cc2ccc(OC)c(OC)c2c(=O)s1
  90.5	0.7	8.2	2.2	-0.372	-1.0	-0.9	1349	4.6	3.6	13.3
CC(NC(=O)c1cc(F)c(F)cc1Cl)c1ccncc1 (stereo not drawn)
  97.4	2.8	3.0	-18.0	0.59	-1.6	4.0	1651	5.7	0.3	8.5
COc1ccc(Nc2cc(C)nc(-n3nc(C)cc3C)n2)cc1
  112.9	0.1	3.7	.	1.91	11.2	5.0	1696	7.5	-13.6	-10.9
CCOC(=O)CC(=O)CSc1nc2c(cc1C#N)CCC2
  92.1	-0.9	-4.8	.	.	1.3	5.0	1694	0.1	-1.3	13.3
O=C(OCc1csc(-c2ccccc2)n1)c1cccs1
  96.4	1.4	-6.5	-11.8	-1.28	3.2	1.7	1467	1.0	-57.2	8.2
Cc1ccc(NC(=O)C(Nc2cccc(C)c2)c2ccccc2)cc1 (stereo not drawn)
  94.6	3.7	7.5	13.7	0.695	-14.2	-7.9	1548	0.6	-3.1	4.4

# Some of the entries above in another layout.
Molecule	STAT3 activator	RAM inhibit	PPARg SRC3 recr	S1P3 antag	ROMK mod	TLR4 MyD88 comp	PPARg SRC2 recr	SRC2 TRFRET art	PPARg SRC1 recr	STAT1 inh	STAT3 inh
CC(=O)c1ccc(NC(=S)NCCc2cccc(Cl)c2)cc1	109.8	1.6	5.0	-3.4	-0.462	11.2	0.5	1596	6.5	-29.4	-3.2
COc1cccc(N(C(C)=O)c2nc(C)cc(C)c2C#N)c1	100.6	0.3	0.7	.	.	-5.5	4.5	1382	2.1	6.9	3.2

# Following part
# Under each structure – STAT3 activator	RAM inhibit	PPARg SRC3 recr	S1P3 antag	ROMK mod	TLR4 MyD88 comp	PPARg SRC2 recr	SRC2 TRFRET art	PPARg SRC1 recr	STAT1 inh	STAT3 inh
COc1ccc(-c2ccc(-c3noc(-c4cccc(OC)c4)n3)c(OC)n2)cc1
  98.8	14.7*	5.9	-16.8	-0.184	9.4	-8.6	1486	1.4	1.9	8.7
CCn1c(SCc2cccc(F)c2)nnc1-c1cccnc1
  104.4	1.8	1.4	-3.0	2.27	-1.0	-11.7	1361	1.5	-12.8	0.1
c1ccc(C2CC(c3ccccc3)n3c(nc4ccccc43)N2)cc1 (stereo not drawn)
  93.3	1.9	3.3	-3.9	.	0.5	6.1	1482	5.4	6.1	8.9
O=C(NCc1ccc(F)cc1)Nc1cccc([N+](=O)[O-])c1
  98.1	2.9	-1.5	-2.2	0.0176	-3.9	-8.0	1561	1.1	5.0	11.2
O=C1N(Cc2cccnc2)C[C@@H]2C[C@@H](c3cccc(C(F)(F)F)c3)N3CCC[C@@]123
  108.7	0.4	1.1	10.6	-0.306	-3.6	2.4	1613	7.8	-5.4	-3.8
